HepG2 tox: counter-screen for TGF-b inhibitors: cytotoxicity in HepG2 cells; Potency, µM (top dose mostly 46.1 µM), inactives show at the highest dose activity change, negative = cytotoxicity, usual class: cytotoxic; 0.76% of 410,000 active; HepG2 CAGA-GFP viability, ATP luminescence, 18 h; also: potency is read from the fitted curve at half-maximal effect; some results filed as inactive show a strong effect at the top dose
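CellTiter-Glo luminescence gave cytotoxicity after 18 hours at 37 degrees C. The cells were HepG2 CAGA-GFP in 1% FBS DMEM, stimulated with 500 pg/mL TGF-beta after compound addition. %Activity was normalised to no-cell wells (complete cell-killing) and DMSO (no toxicity), and curves were fitted and classified.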
Abeta rescue: A-beta toxicity reversal in yeast; yeast expressing A-beta42, growth rescue, OD600, 48 h; response scale: 0% DMSO, 100% iron-clioquinol control; Potency, µM (highest dose often 46.1 µM), for the others: at the top dose growth rescue, most hits filed as activators; 0.063% of 410,000 active; AID 1347071; also: potency is read from the fitted curve at half-maximal effect; nearly all actives have a fitted effect of over 55% in size
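Yeast growth medium received pinned compounds, then yeast cells expressing toxic A-beta were added; plates incubated at 30 C for 48 hr. Growth read as absorbance at 600 nm, normalized to DMSO and equimolar FeCl3 plus clioquinol controls.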
TGFb inhibitor: blocks TGF-b signaling; 1.2% of 410,000 active; HepG2 CAGA-GFP TGF-b/SMAD3 reporter, GFP fluorescence, 18 h; TGF-beta stimulated, 500 pg/mL final; AID 588855; Potency, µM (highest dose often 46.1 µM), inactives show at the highest dose activity, negative = inhibition, hits mostly inhibitors; also: potency is read from the fitted curve at half-maximal effect; % is scaled to controls: 0 for no effect and ±100 for the full control effect; nearly all actives have a fitted effect of over 65% in size
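Per well, imaged GFP fluorescence of HEPG2 CAGA-GFP cells gives the signal; cells get compound, then TGF-beta (500 pg/mL final), 18 h at 37 degrees C; %Activity versus -TGF-beta and +DMSO controls.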
Nrf2 ARE act: activates Nrf2 signaling. AREc32 ARE-luciferase reporter (MCF7-derived line), luminescence, 24 h. Potency, µM (doses to about 46.1 µM), without a hit: at the highest dose activation, usual class: activators. 0.31% of 410,000 active; also: potency is read from the fitted curve at half-maximal effect; % of control where 0% means no effect; nearly all actives have a fitted effect of over 65% in size
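AREc32 cells carrying an ARE-driven firefly luciferase reporter were seeded at 1000 cells/well in OPTI-MEM with 5% FBS, then exposed to compound for 24 hr at 37 deg C. Luminescence was read with Steady-Glo after 30 min at RT.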
Mm-Cpn inhibitor: blocks the Methanococcus maripaludis chaperonin Mm-Cpn; purified Mm-Cpn ATPase, ADP Transcreener TR-FRET; Potency, µM (titrated, usually from 76.9 µM), for the others: at the top dose activity, negative = inhibition, usual class: inhibitors; 0.031% of 330,000 active; AID 504842; also: potency is read from the fitted curve at half-maximal effect; % is scaled to controls: 0 for no effect and ±100 for the full control effect; nearly all actives have a fitted effect of over 80% in size
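Compound-treated chaperonin, 25 nM final, turns over 10 uM ATP at 37°C for 30 min following a 10 min preincubation; ADP generated competes with ADP-d2 for Eu-cryptate antibody, lowering FRET.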
Akt phos inh: inhibitors of Akt phosphorylation; Neuro2A IGF-stimulated pAkt S473 HTRF, 20 min; active compounds read low; activity change, % for hits at 50 µM; 0.32% of 360,000 active; in the data active = activity change below about -80%; inconclusive = mostly about -51% to -80%; also: % is scaled to controls: 0 for no effect and ±100 for the full control effect
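Neuro2A cells (4,500/well, DMEM with 0.5% FBS) were treated with compound at a single 50 µM final concentration, stimulated with 6 nM IGF for 20 min at 37 °C, and lysed. Phospho-Akt Ser473 was read by HTRF as 665/615 ratio ×10^4.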
CCT chaperon mod: modulators of cytosolic chaperonin (CCT/TRiC) activity; purified chaperonin ATPase assay, HTRF ADP detection, 30 min; activity change, % (no concentration beside the values), hits read low; 0.3% of 360,000 active; AID 651819; in the data active = activity change below about -30%; also: % is scaled to controls: 0 for no effect and ±100 for the full control effect
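ATPase activity: ADP formed was measured by HTRF Transcreener (665/615 nm ratio) after 30 min at 37 deg C with 10 uM ATP. Compounds screened at one 76 uM concentration against 40 or 20 nM TRiC in Tris pH 7.4/KCl/MgCl2/DTT buffer.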
A549 viability: counter-screen for Nrf2 inhibitors: cytotoxicity in A549 cells | A549 ARE-Fluc cells, CellTiter-Fluor viability, 18-24 h | 0.16% of 390,000 active | Potency, µM (titrated, usually from 46 µM), for inactives: at the top dose activity change, negative = cytotoxicity, hits mostly inhibitors; also: potency is read from the fitted curve at half-maximal effect; % is scaled to controls: 0 for no effect and ±100 for the full control effect
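A549 ARE-Fluc cells in 5% FBS OPTI-MEM, 5000 cells/well, rested 2 h then exposed to compounds in concentration-response for 18-24 h at 37 °C. Viability by CellTiter-Fluor fluorescence (Ex 405/Em 525) after 30 min; luciferase luminescence (BugLite, 15 min, RT) read afterwards.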
Nrf2 block: Nrf2 pathway inhibition. 2.1% of 360,000 active. A549 ARE-Fluc reporter, luciferase luminescence, 18-24 h. AID 504444. Potency, µM (top dose mostly 46 µM), for the others: top-dose activity change, negative = inhibition, usual class: inhibitors; also: potency is read from the fitted curve at half-maximal effect; % is scaled to controls: 0 for no effect and ±100 for the full control effect; nearly all actives have a fitted effect of over 60% in size
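Nrf2 activity is the BugLite luminescence, read 15 min after reagent at room temperature, following CellTiter-Fluor cytotoxicity readout (30 min, 37C). Compound titrations were applied for 18-24 h to 5000 A549 ARE_Fluc cells/well in 5% FBS OPTI-MEM.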
Numbers without * were called inactive; i = inactive; ? = inconclusive; nt = no result given; [ ] = dose if it differs, or a comment. Unless noted, calls follow the shape of the dose curve; as a rule, active = well fitted curve in the direction sought with a large enough effect; inconclusive = small, poorly fitted or top-dose-only effect, or another doubt; inactive = no such curve, though single readings can be large; an effect the other way counts as inactive or inconclusive.

SMILES	HepG2 tox	Abeta rescue	TGFb inhibitor	Nrf2 ARE act	Mm-Cpn inhibitor	Akt phos inh	CCT chaperon mod	A549 viability	Nrf2 block
CC1(C)C2CCC1(C)C(OC(=O)CSc1nc(N)cc(=O)[nH]1)C2 (centres undefined)	1%	-11%	7%	-0.6%	-2%	nt	-70*	-5%	-12%
N/C(=N\OC(=O)c1ccc(Cl)c(Cl)c1)c1cccnc1	-56%	-6%	-3%	6.9%	-3%	i	-1.9	-13%	?
CCCCC(CC)C(=O)NCCCN1CCN(CCCNC(=O)C(CC)CCCC)CC1 (centres undefined)	-3%	23%	-2%	-0.8%	-2%	i	0.7	-4%	-5%
Cc1ccc(NC(=O)CNC(=O)c2ccc(C)s2)nc1	-1%	-5%	4%	0.3%	0%	i	-2.6	-4%	?
CC1Cc2ccccc2N1C(=O)CSc1nnnn1C1CCCC1 (centres undefined)	11%	-14%	8%	-0.2%	2%	i	-0.8	1%	-2%
O=C1CN(C(=O)COC(=O)c2ccccc2O)c2ccccc2N1	13%	-6%	8%	-0.1%	3%	i	-3.8	-8%	2%
CCN(CC)S(=O)(=O)c1cc(C(=O)NC2=NCCS2)ccc1Cl	-20%	-12%	-2%	0.0%	0%	i	1.8	14%	-6%
Nc1nnc(SCC(=O)NNC(=O)c2ccccc2F)s1	4%	-4%	0%	-0.4%	-2%	i	-1.2	-8%	1%
S=c1nc(-c2ccccc2)oc2c1CCCC2	5%	-14%	13%	11µM*	0%	i	3.0	2%	?
c1ccc(-c2nnc3n2NC(c2ccc4c(c2)OCO4)S3)cc1 (centres undefined)	-3%	16%	32%[activator]	0.3%	1%	i	-1.5	9%	nt
O=C(c1ccccc1)C(c1ccccc1)c1ccccc1	0%	4%	-27%	-1.2%	0%	i	0.7	-2%	-14%
O=C(CSc1nc(-c2ccccc2)nc2c1CCCC2)c1ccc(F)cc1	4%	-19%	13%	0.1%	nt	nt	nt	14%	15%
O=C(c1ccsc1)N1CCCC(N2CCOCC2)C1 (centres undefined)	-10%	-13%	-1%	0.1%	2%	i	3.0	19%	17%
COc1cccc(CN2CCN(Cc3cc4ccccc4o3)CC2CCO)c1 (centres undefined)	-8%	-6%	6%	-0.4%	1%	i	2.3	1%	14%
CCC(C)(C)n1nnnc1CN(Cc1ccc(Cl)cc1)Cc1ccco1	0%	1%	?	3.8%	5%	i	-0.9	1%	?
Cn1cnc(S(=O)(=O)N2CCC(C(=O)Nc3ccc(OC(F)(F)F)cc3)CC2)c1	-13%	-15%	-15%	-0.6%	nt	nt	nt	-17%	nt
COC(=O)CN(C)C(=O)c1ccc(OC)c(OC2CCN(C(C)C)CC2)c1	1%	2%	12%	-0.3%	-2%	i	-1.9	0%	28%
O=C(Cn1nnc(N2CCCCC2)n1)c1ccc(Cl)c(Cl)c1	-5%	12%	-10%	0.2%	-1%	i	0.5	18%	-6%
CCc1ccccc1N(CC(=O)NC(C)c1ccccc1)S(C)(=O)=O (centres undefined)	1%	3%	5%	0.2%	1%	i	-1.3	1%	0%
COc1cc(OC)cc(C(=O)Nc2ccccc2N2CCOCC2)c1	-10%	5%	-8%	-0.1%	1%	i	0.5	20%	nt
O=C(OC(C(=O)NC1CCCC1)c1ccccn1)c1cccs1 (centres undefined)	-18%	25%	-2%	-0.9%	0%	i	1.6	-1%	4%
COc1ccc(N2C(N)=C(C#N)C(c3ccsc3)C3=C2CCCC3=O)c(OC)c1 (centres undefined)	-1%	14%	3%	4.0%	-1%	i	-1.3	-3%	?
COc1ccc(OC)c(NC(=O)COC(=O)c2cc3c(s2)CCC3)c1	-11%	1%	-7%	0.0%	-3%	i	-2.6	0%	-5%
C[C@H](CO)N1C[C@H](C)[C@@H](CN(C)S(=O)(=O)c2ccccc2)Oc2ccc(NC(=O)Nc3ccc(C(F)(F)F)cc3)cc2C1=O	-5%	1%	?	-0.1%	-1%	i	1.0	-17%	?
CC1(C)CC2CC(C)(CN2C(=S)NC(=O)c2ccccc2Cl)C1 (centres undefined)	-32%	18%	4%	4.8%	-1%	i	-2.8	-12%	?
CCCC(=O)N1CCCC(c2cc(C(=O)Nc3ccc4c(c3)OCO4)no2)C1 (centres undefined)	-18%	-7%	7%	-0.3%	nt	i	-2.2	nt	nt
COCCCN1C(=O)c2ccc(C(=O)OCC(=O)N3CCN(c4ccccc4)CC3)cc2C1=O	-13%	21%	-8%	0.0%	0%	i	1.9	3%	7%
COc1cc(CN2CCN(Cc3ccc(C)cc3)CC2)c([N+](=O)[O-])cc1OC	-31%	-15%	-30%	1.9%	-4%	i	1.0	-7%	-8%
CCOc1ccc(-c2nnc(SCC(=O)N3CCOCC3)o2)cc1	27%	-4%	29%	-0.7%	3%	i	1.3	-2%	nt
COc1ccc(OC)c(/C=C/C(=O)OCC(=O)Nc2ccc(Cl)c(S(=O)(=O)N(C)C)c2)c1	-18%	-11%	0%	3.6%	-24%	i	-1.6	2%	-14%

Shown as labelled records: entries from further up.
CC1(C)CC2CC(C)(CN2C(=S)NC(=O)c2ccccc2Cl)C1 (centres undefined)
  HepG2 tox: -32%	Abeta rescue: 18%	TGFb inhibitor: 4%	Nrf2 ARE act: 4.8%	Mm-Cpn inhibitor: -1%	Akt phos inh: i	CCT chaperon mod: -2.8	A549 viability: -12%	Nrf2 block: ?

COCCCN1C(=O)c2ccc(C(=O)OCC(=O)N3CCN(c4ccccc4)CC3)cc2C1=O
  HepG2 tox: -13%	Abeta rescue: 21%	TGFb inhibitor: -8%	Nrf2 ARE act: 0.0%	Mm-Cpn inhibitor: 0%	Akt phos inh: i	CCT chaperon mod: 1.9	A549 viability: 3%	Nrf2 block: 7%

CCOc1ccc(-c2nnc(SCC(=O)N3CCOCC3)o2)cc1
  HepG2 tox: 27%	Abeta rescue: -4%	TGFb inhibitor: 29%	Nrf2 ARE act: -0.7%	Mm-Cpn inhibitor: 3%	Akt phos inh: i	CCT chaperon mod: 1.3	A549 viability: -2%	Nrf2 block: nt

Later entries.
SMILES	HepG2 tox	Abeta rescue	TGFb inhibitor	Nrf2 ARE act	Mm-Cpn inhibitor	Akt phos inh	CCT chaperon mod	A549 viability	Nrf2 block
O=C(O)CSc1nc2ccc(Br)cc2[nH]1	9%	-1%	16%	-0.9%	nt	i	-0.5	2%	10%
Cc1cnc(C(=O)OC(C)C(=O)c2c(C)[nH]c3ccccc23)cn1 (centres undefined)	7%	3%	24%	-0.4%	-1%	i	0.6	-9%	2%
COc1ccc(-c2cc(C(F)(F)F)nc(NCc3ccco3)n2)cc1OC	-19%	3%	11%	5.2%	-1%	i	-1.8	-9%	-14%
C/C(=N\NC(=O)C1CC1)c1ccc(C)c(C)c1	3%	-1%	0%	0.5%	2%	i	-0.1	-2%	2%
COc1ccc(Br)cc1CNC(=O)C1CCC(=O)N1C(C)C (centres undefined)	-1%	5%	-3%	-1.2%	nt	i	0.2	0%	7%
CCN(CC)C(=O)C(=O)c1cn(CC(=O)NCC2CCCO2)c2ccccc12 (centres undefined)	-19%	-6%	?	0.3%	1%	i	-2.4	0%	0%
COc1cc2ncc(S(=O)(=O)c3ccccc3)c(N3CCCC(C)C3)c2cc1OC (centres undefined)	-47%	-15%	?	-5.0%	-10%	i	-2.8	?	23µM*
CSc1cccc(NC(=O)N2CCN(C)CC2)c1	-1%	-3%	-3%	0.1%	-1%	i	1.1	-4%	-2%
CCOc1ccc(S(=O)(=O)Nc2cccc(C(=O)NCCCN3CCCC3=O)c2)cc1	-4%	-9%	-1%	-0.3%	-1%	i	-0.3	-9%	?
CCSc1c(-c2ccccc2)nc2c(C)cccc2c1C(=O)O	-1%	19%	11%	-0.6%	1%	i	-3.4	-17%	-24%
Cc1noc(C)c1S(=O)(=O)N(C)C[C@H]1OCCCC[C@@H](C)Oc2ccc(NC(=O)CCCN(C)C)cc2C(=O)N([C@H](C)CO)C[C@@H]1C	-1%	2%	0%	0.3%	nt	i	-2.1	nt	nt
Cn1cccc1Cc1nnc(SCC(=O)NC2CCCC2)n1-c1ccc(F)cc1	1%	2%	0%	-0.4%	-2%	i	0.8	-13%	-17%
COc1ccc(C2C3=C(CCCC3=O)Nc3nc(C(F)(F)F)nn32)c(OC)c1OC (centres undefined)	1%	16%	-7%	-0.5%	2%	i	0.3	-17%	-8%
CCOc1ccc(-n2c(SCC(N)=O)nc3sc4c(c3c2=O)CCN(C)C4)cc1	0%	-4%	1%	0.2%	-2%	i	-0.5	2%	-12%
Cc1ccnc(N/C=C(/NC(=O)c2ccccc2)C(=O)N/N=C\c2ccc(Cl)cc2)n1	6%	-14%	?	0.4%	-1%	i	1.4	-8%	?
O=C(NC1CCCCC1)N1CCCCCC1	-9%	-19%	?	0.0%	-4%	i	3.0	6%	4%
CCCOc1ccc(N2C(=O)CC(N3CCN(CCN=CC4C(=O)CC(C)(C)CC4=O)CC3)C2=O)cc1 (centres undefined)	2%	5%	11%	0.1%	0%	i	0.7	-4%	-1%
CCNc1ccc(C(=O)OCC(=O)N2c3ccccc3NC(=O)C2(C)C)cc1[N+](=O)[O-]	-7%	19%	-1%	3.6%	-5%	i	-0.5	-11%	-12%
COc1cc(Cl)c(C)cc1NC(=O)[C@@H]1CCCN1C(=O)c1cccs1	-22%	-5%	-13%	?	0%	i	-2.2	0%	-5%
CS(=O)(=O)N(CC(=O)N/N=C/c1cccs1)c1cccc(Cl)c1Cl	1%	5%[9.22 µM]	-2%	7.1%	-1%	i	-1.7	-3%	nt

Screens (PubChem)
